From PubChem
eLon inh: inhibitors of E. coli Lon protease, primary screen, biochemical, fluorescence polarization; 0.42% of 360,000 active; inhibition, % at 7.94 µM; AID 602123, 2011; purified E. coli Lon protease; P0A9M0; in the data active = inhibition above about 13%, passing the limit was not always enough;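 note: 0% = enzyme with probe and DMSO and 100% = no enzyme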
SUMO1-SIM PPI: modulators of SUMO1 protein-protein interactions, primary screen, biochemical, uHTS | Small ubiquitin-related modifier 1 (Homo sapiens), P63165 | SUMO1 binding to a labelled peptide, TR-FRET, 1 h | inhibition, % at 20 µM | 0.33% of 360,000 active; in the data active = inhibition above about 37%
Target sequence (P63165 whole entry, looked up): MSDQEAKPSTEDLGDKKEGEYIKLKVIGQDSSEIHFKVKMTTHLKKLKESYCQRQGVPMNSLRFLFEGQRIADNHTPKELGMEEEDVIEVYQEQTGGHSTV
Scp-1 inhibitor: Scp-1 phosphatase inhibitors, primary screen, biochemical, colorimetric, uHTS; Carboxy-terminal domain RNA polymerase II polypeptide A small phosphatase 1 (Homo …; Recombinant Scp1, phosphopeptide, malachite green phosphate absorbance; inhibition, % at 20 µM; 0.88% of 340,000 active; AID 493091, 2011;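 active = inhibition above about 50% at 20 µM, limit read from the data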;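 note: plate controls were DMSO wells with enzyme for no effect and wells lacking enzyme for full effect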
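Assay system: SCP-1 catalytic fragment, aa 76-261 | Buffer or medium: Tris acetate buffer pH 5.5 with MgCl2 and Tween-20 | Compound: One concentration, 20 µM, with 1.0% DMSO | Also added: Phospho 17-mer peptide substrate | Signal: Absorbance at 630 nm | Incubation: 45 min enzyme reaction at room temperature | Measure: % inhibition of SCP-1 phosphate liberation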
MsrA inhibitor: bovine MsrA enzyme inhibitors, primary screen, biochemical, absorbance, HTS | inhibition, % at 15.5 µM | purified bovine MsrA, absorbance read-out | 0.75% of 360,000 active; in the data active = inhibition above about 4.5%;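 note: 0% = vehicle wells with enzyme and 100% = reference inhibitor wells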
LMPTP inh: LMPTP phosphatase inhibitors, primary screen, biochemical, fluorescence intensity, uHTS; recombinant LMPTP-A, OMFP fluorogenic substrate; inhibition, % at 20 µM; 0.22% of 360,000 active;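 active = compounds that cut the enzyme signal by at least half of the control window in the single-dose screen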;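 note: plate controls were DMSO wells with enzyme plus substrate for no effect and substrate without enzyme for full effect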
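Test system – LMPTP-A phosphatase enzyme · Quantity – 0.625 nM LMPTP-A final · Reagent – OMFP substrate, 400 µM final · Dosing – one test concentration per compound, 20 µM, with 3% DMSO overall · Timing – 50 min enzyme reaction at room temperature, protected from light · Detection – fluorescence intensity · Controls – substrate-only low control, DMSO enzyme-plus-substrate high control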
STEP inh: STEP phosphatase inhibitors, primary screen, biochemical, fluorescence intensity, uHTS; Tyrosine-protein phosphatase non-receptor type 5 (Homo sapiens), P54829; 0.25% of 360,000 active; recombinant STEP, OMFP fluorogenic substrate; inhibition, % at 20 µM;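 active = inhibition at 20 µM, scaled per plate between control wells, above about 37%, limit read from the data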;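 note: 0% = DMSO with enzyme and substrate and 100% = substrate only without enzyme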
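medium = Bis-Tris buffer pH 6.0, 2.5 mM DTT, 0.005% Tween 20 | test system = STEP (striatal-enriched tyrosine phosphatase) enzyme, cell-free | measure = normalized % inhibition | compound dosing = 20 µM, 1% DMSO | also added = 25 µM OMFP | schedule = reaction 20 min, ambient temperature | measured by = fluorescence read at 480 nm ex / 540 nm em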
DNMT1 inh: human DNMT1 methyltransferase inhibitors, primary screen, biochemical, molecular beacon, fluorescence, HinP1I cleavage, uHTS | 0.83% of 360,000 active | DNA (cytosine-5)-methyltransferase 1 (Homo sapiens), P26358 | AID 588458, 2011 | inhibition (reported as % activation of signal), % at 10 µM; in the data active = inhibition above about 50%
Tb MetRS inh: T. brucei MetRS inhibitors, primary screen, biochemical, luminescence. methionyl-tRNA synthetase (Trypanosoma brucei brucei). purified T. brucei MetRS, ATP depletion, Kinase-Glo luminescence. inhibition, % at 11.9 µM. 0.4% of 360,000 active;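 active = inhibition above a per-plate cutoff of the control wells' mean inhibition plus 3 SD, cut at about 5.5% in these data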;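 note: 0% = DMSO wells median and 100% = median of wells with control inhibitor compound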
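assay system = parasite MetRS enzyme | timing = 15 min preincubation, 2 h reaction, all 25 °C | evaluation = percent inhibition relative to median high and low control wells | medium = HEPES buffer containing pyrophosphatase, BSA, spermine, DTT | compound = single dose, 11.9 µM final nominal, 0.9% final DMSO | detection = Kinase-Glo luminescence, ATP depletion format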
bovine MsrA act: bovine MsrA enzyme activators, primary screen, biochemical, absorbance, HTS; Methionine sulfoxide reductase A (Bos taurus); AID 602163, 2012; 0.3% of 360,000 active; activation, % at 10.6 µM; purified bovine MsrA, absorbance read-out; in the data active = activation above about 7.5%;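 note: 0% = vehicle and 100% = reference activator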
NRP1-CendR mod: modulators of CendR peptide binding to NRP-1, primary screen, biochemical, fluorescence polarization, uHTS | inhibition, % at 25 µM | 0.85% of 360,000 active | FAM-RPARPAR peptide binding to NRP-1;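 active = inhibition or corrected inhibition above about 18%, plus a signal ratio from 0.5 to 1.5, limit read from the data, passing the limit was not always enough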; note: strong numbers were not always called active
Target sequence (O14786 whole entry, looked up): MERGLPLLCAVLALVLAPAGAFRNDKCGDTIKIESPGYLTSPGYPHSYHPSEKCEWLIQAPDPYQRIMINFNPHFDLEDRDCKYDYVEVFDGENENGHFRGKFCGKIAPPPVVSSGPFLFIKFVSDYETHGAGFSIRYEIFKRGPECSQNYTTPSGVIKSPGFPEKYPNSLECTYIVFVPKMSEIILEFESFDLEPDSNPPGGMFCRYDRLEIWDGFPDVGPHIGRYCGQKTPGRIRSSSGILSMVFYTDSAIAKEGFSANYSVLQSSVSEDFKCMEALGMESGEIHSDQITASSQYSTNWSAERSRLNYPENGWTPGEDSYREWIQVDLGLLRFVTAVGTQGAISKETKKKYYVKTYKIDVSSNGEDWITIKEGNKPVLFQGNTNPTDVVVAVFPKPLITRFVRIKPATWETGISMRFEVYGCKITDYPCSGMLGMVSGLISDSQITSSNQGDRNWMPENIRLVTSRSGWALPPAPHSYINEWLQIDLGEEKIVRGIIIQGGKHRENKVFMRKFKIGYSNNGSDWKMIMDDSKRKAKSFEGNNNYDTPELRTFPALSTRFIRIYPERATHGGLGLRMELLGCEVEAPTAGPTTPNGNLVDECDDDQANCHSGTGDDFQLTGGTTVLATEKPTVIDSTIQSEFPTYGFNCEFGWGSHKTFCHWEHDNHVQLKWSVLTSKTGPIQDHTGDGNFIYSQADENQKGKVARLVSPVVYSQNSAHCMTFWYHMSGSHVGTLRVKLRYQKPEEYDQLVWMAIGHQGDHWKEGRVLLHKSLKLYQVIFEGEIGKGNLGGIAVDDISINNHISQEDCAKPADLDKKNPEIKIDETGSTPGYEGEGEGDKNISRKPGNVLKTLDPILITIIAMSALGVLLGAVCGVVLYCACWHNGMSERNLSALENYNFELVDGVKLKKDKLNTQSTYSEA
An asterisk follows results filed as active; . = not tested or not shown.

No.	SMILES	eLon inh	SUMO1-SIM PPI	Scp-1 inhibitor	MsrA inhibitor	LMPTP inh	STEP inh	DNMT1 inh	Tb MetRS inh	bovine MsrA act	NRP1-CendR mod
1	CCC(CC)N1CCN(CC2CC=CCC2)CC1 (stereo not drawn)	-4	1	-5	-1.2	-1.9	0	0	-0.5	-3	23*
2	CCCC(C(=O)OCCN(CC)CC)(c1ccccc1)c1ccccc1	-6	2	24	-1.0	-0.1	-2	0	-0.6	2	-8
3	NC(=O)/C(=C/c1cccnc1)NC(=O)c1ccccc1	3	2	-7	1.0	0.0	-3	-7	-0.8	-6	-9
4	CCOC(=O)c1ccc(Nc2ncnc3c2cnn3C)cc1	-6	0	-4	2.1	0.6	-1	-2	-0.1	-5	2
5	CC(C)(C)c1ccc(OCC(O)CN2CCN(c3ccccn3)CC2)cc1 (stereo not drawn)	2	-4	18	-0.2	-2.9	-3	-1	-0.5	-5	-4
6	C=CCc1cc(/C=C2/NC(=O)NC2=O)cc(OCC)c1O	-3	-13	-11	4.8*	0.5	2	-3	0.6	-5	-2
7	NC(=O)NCc1cccc(Cl)c1	0	0	6	-0.6	-1.0	-2	4	0.3	-3	6
8	Cc1cccc(C)c1-n1nnnc1C(c1ccnc2ccccc12)N1CCOCC1 (stereo not drawn)	-2	-1	.	-0.8	-0.4	.	.	-0.3	-2	4
9	CCOC(=O)N1CCN(Cc2nnc(-c3ccccc3Cl)o2)CC1	-13	-3	0	0.9	0.7	-3	3	-1.5	-9	2
10	CC(=O)N1CN(C2CCCC2)Cc2c1sc1c2CCCC1	1	-6	-3	0.5	-0.4	-4	4	-1.5	-15	21
11	COc1ccc(NC(=O)CCc2c(C)nn(-c3ccc(N4CCOCC4)nn3)c2C)cc1	9	2	6	0.0	-1.3	-3	-1	-0.9	-11	14
12	COCC(=O)N(Cc1nc2sc(C)c(C)c2c(=O)[nH]1)C1CCCCC1	-10	1	-7	-0.3	0.3	0	0	-0.8	-4	-16

Additional structures follow.
No.	SMILES	eLon inh	SUMO1-SIM PPI	Scp-1 inhibitor	MsrA inhibitor	LMPTP inh	STEP inh	DNMT1 inh	Tb MetRS inh	bovine MsrA act	NRP1-CendR mod
13	O=C(CSc1nc2sc3c(c2c(=O)n1-c1ccccc1)CCCC3)NCc1ccco1	-5	0	10	-0.1	-0.2	3	32	-0.6	-5	-5
14	Cc1cc(C)n(-c2nc3ccccc3nc2NCCc2ccccc2)n1	-9	7	6	0.8	2.2	-2	3	0.3	-1	-7
15	COc1cccc(/C=N/Nc2ncnc3c2ncn3Cc2ccccc2)c1O	8	2	-2	0.2	4.0	1	-6	-0.2	-6	-11
16	CCOc1ccc2nc(SCC)[nH]c2c1	-5	1	-6	-0.2	0.2	-1	-1	-0.8	0	17
17	O=C(Nc1cccc(F)c1)C1CCCCC1	0	1	-4	0.3	0.1	-1	6	-0.1	-1	3
18	CCCOC(=O)C1C2C=CC(C3CC23)C1C(=O)OCC(=O)c1ccccc1 (stereo not drawn)	-7	6	-11	-0.1	0.0	-4	21	-1.1	-4	2
19	CC1CCN(c2nc3ccc(C(=O)O)cc3s2)CC1	-6	-2	6	1.6	-2.4	-7	2	-0.3	-1	-4
20	CCCn1c(=O)[nH]c(=O)c2c1nc(-c1ccc(C(F)(F)F)cc1)n2CCOC	3	4	-5	-0.5	-0.2	2	3	-0.4	-3	-7
21	CC(=NNS(=O)(=O)c1ccc(C)cc1)c1ccncc1	7	-2	.	-0.9	-2.7	2	-1	-0.1	-2	9
22	O=C(NCCO)c1ccc(Cl)c(Cl)c1	0	-2	-10	0.9	0.1	9	22	0.2	-1	2
23	O=C(CCn1c(=O)oc2ccccc21)N1CCN(c2ccc(F)cc2)CC1	-9	4	17	-0.6	-1.3	2	-1	0.1	-4	-8
24	COc1ccc(C)cc1NC(=O)COC(=O)C1CC1	-2	1	-11	-0.3	-0.6	0	2	-1.2	1	6

(list continues)
No.	SMILES	eLon inh	SUMO1-SIM PPI	Scp-1 inhibitor	MsrA inhibitor	LMPTP inh	STEP inh	DNMT1 inh	Tb MetRS inh	bovine MsrA act	NRP1-CendR mod
25	Cc1ccccc1NC(=O)Cc1nc(COC(=O)/C=C/c2ccc(F)cc2)cs1	-6	-5	.	-0.1	-0.2	0	-7	-0.6	-4	-15
26	Cc1ccc(N=C2NC(=O)/C(=C\c3cccs3)S2)cc1C	4	-7	16	1.5	1.2	-1	-1	-0.3	-2	0
27	N#Cc1nc(N2CCCCC2)nc(N2CCOCC2)n1	3	3	-3	-1.8	-2.6	1	10	-0.1	-2	1
28	COC(=O)c1ccc(CN2C(=O)NC3(CCC(C)CC3)C2=O)cc1 (stereo not drawn)	11	18	-2	0.3	-0.2	-3	1	0.3	-7	-2
29	Cc1ccccc1N1CCN(C2CCCN(C(=O)CCC3(C)CC3)C2)CC1 (stereo not drawn)	0	1	-5	-0.5	-0.6	-3	2	-0.4	-3	-1
30	Nc1c(-c2ccccc2)cnn1-c1cccc([N+](=O)[O-])c1	5	-27	0	-0.4	-1.6	0	-3	-1.1	-8	1
31	c1ccc2nc3c(nc2c1)OCC1CCCCN31 (stereo not drawn)	1	-8	1	2.8	1.5	-3	1	0.0	-2	3
32	COc1cc(C2/C(=C(\O)c3ccc4c(c3)OCCO4)C(=O)C(=O)N2c2nnc(C)s2)cc(OC)c1OC (stereo not drawn)	-2	-21	-8	1.5	-1.0	4	0	-0.7	-6	12
33	CCC(C)NC(=O)CSC1=Nc2ccccc2C2=NC(CC(=O)NCc3ccc(F)cc3)C(=O)N12 (stereo not drawn)	-8	3	0	0.0	0.1	3	3	-0.9	-10	-1
34	C/C(=N\NC(=O)C(c1ccccc1)c1ccccc1)c1ccccn1	-4	1	-7	0.6	-0.3	-4	1	-0.9	-3	-4
35	Cc1ccc(-c2ccc(S(=O)(=O)NCc3ccco3)cc2)cc1	4	1	-1	0.1	-0.7	-2	0	0.1	-3	11
36	CN1CCN(C(=S)Nc2cccc(S(=O)(=O)N(C)C)c2)CC1	-1	3	-4	-0.1	-1.2	-2	2	0.5	-1	0

Additional results:
No.	SMILES	eLon inh	SUMO1-SIM PPI	Scp-1 inhibitor	MsrA inhibitor	LMPTP inh	STEP inh	DNMT1 inh	Tb MetRS inh	bovine MsrA act	NRP1-CendR mod
37	Cc1cc(Cl)c(Cl)cc1S(=O)(=O)NCCCn1ccnc1	3	5	4	0.7	-2.8	-2	4	-1.1	-8	-3
38	COc1ccc([C@@H]2[C@@H]3C(=O)N(C(C)(C)C)C(=O)[C@@H]3[C@]3(C)C(=O)N(c4cccc(Cl)c4)C(=O)N23)cc1	6	-4	-11	-0.8	-0.7	0	-2	0.2	0	-9
39	COc1cccc(N=Cc2c(O)n(-c3cccc(C)n3)c(=O)c3ccccc23)c1	-6	-26	-11	0.8	0.7	1	0	-0.2	-3	14
40	O=C(CN1C(=O)NC(Cc2c[nH]c3ccccc23)C1=O)Nc1ccc(F)c(F)c1F (stereo not drawn)	-15	4	-10	-0.2	-0.1	-1	-4	-0.2	-2	7
41	CCSCc1nnc(SCC(=O)c2ccc(OC)cc2)n1C	5	-4	0	-0.5	-2.3	3	-2	-0.3	1	9
42	COc1cccc(NC(=O)NC(C)C2CC3CCC2C3)c1 (stereo not drawn)	4	0	-8	1.5	0.9	2	1	-0.1	-2	-7
43	Cc1cc(C)c(NS(=O)(=O)c2cccc3cccnc23)c(C)c1	15	-2	5	0.3	0.4	1	-1	-1.0	-2	15
44	O=C(COC(=O)Cc1ccc(S(=O)(=O)N2CCOCC2)s1)Nc1ccc(OC(F)F)cc1	-8	0	17	0.1	0.9	1	-7	-0.1	-1	-11
45	Cc1ccc(S(=O)(=O)NCC(=O)Nc2ccc3c(c2)OCCO3)cc1	-12	4	-5	0.0	0.6	-2	0	0.2	-1	1
46	CN(C)S(=O)(=O)c1ccc(N2CCCC2)c(C(=O)Nc2nccs2)c1	-8	3	-6	0.6	-0.6	-2	0	-0.3	-3	-11
47	COC(=O)c1ccc(NC(=O)CSCC(=O)OCC(=O)c2ccc(Br)cc2)cc1	5	1	-3	1.7	-0.4	1	-3	-0.5	-1	0
48	CCN(CC)S(=O)(=O)c1ccc(N2CCN(CCOc3ccc(OC)cc3)CC2)nc1	-1	5	-3	0.6	0.6	-1	0	-0.6	-2	5
49	O=C(NCCN1C(=O)CSC1=O)C1CC(=O)N(c2ccccc2)C1 (stereo not drawn)	9	0	0	0.6	1.0	0	-2	-1.0	-1	12
50	c1ccc(-c2nc3ccccc3n2C(c2ccccc2)c2nc3ccccc3[nH]2)cc1 (stereo not drawn)	.	-1	.	1.2	2.4	.	.	0.0	.	-95

Compounds listed so far with a tert-butyl group (two):
No.	SMILES	eLon inh	SUMO1-SIM PPI	Scp-1 inhibitor	MsrA inhibitor	LMPTP inh	STEP inh	DNMT1 inh	Tb MetRS inh	bovine MsrA act	NRP1-CendR mod
5	CC(C)(C)c1ccc(OCC(O)CN2CCN(c3ccccn3)CC2)cc1 (stereo not drawn)	2	-4	18	-0.2	-2.9	-3	-1	-0.5	-5	-4
38	COc1ccc([C@@H]2[C@@H]3C(=O)N(C(C)(C)C)C(=O)[C@@H]3[C@]3(C)C(=O)N(c4cccc(Cl)c4)C(=O)N23)cc1	6	-4	-11	-0.8	-0.7	0	-2	0.2	0	-9
